# Assay outcomes as filed in PubChem BioAssay.
# FN deposition inh: inhibitors of fibronectin matrix deposition, primary screen, AH1F cells, Alexa488-fibronectin fluorescence, plate reader. hit rate 0.086% among 350,000. inhibition, % at 12.6 µM. AH1F fibroblasts, overnight. AID 743247, 2014;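 active = mean inhibition across replicates of 30% or more, regardless of how many single replicates reach that level; inconclusive = mean under 30% yet at least half of replicates reach 30%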;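 note: positive control wells lacked labelled fibronectin entirely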
#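 test system = AH1F fibroblasts assembling fluorescent fibronectin matrix | quantity = 10000 AH1F cells per well | buffer or medium = DMEM plus 2% serum, read in PBS | doses = single dose, pinned | incubation = 1 h cell attachment, overnight exposure to compound and label | detection = fluorescence at 485 nm excitation, 525 nm emission | read-out basis = inhibition from reduced deposited-fibronectin fluorescence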
# PglD DTNB: C. jejuni PglD acetyltransferase inhibitors, primary screen, biochemical, DTNB colorimetric, single point | UDP-N-acetylbacillosamine N-acetyltransferase PglD (Campylobacter jejuni) | purified PglD enzyme, DTNB colorimetric CoA detection | inhibition, % at 12.5 µM | hit rate 0.098% among 360,000 | AID 602405, 2012; in the data active = inhibition above about 16%, passing the limit was not always enough; inconclusive = no clear call, values can overlap the other calls; note: strong numbers were not always called active
# PGC1a acetyl inh: inhibitors of PGC1a acetylation signal, primary screen, cell-based, U2OS, AlphaScreen, inhibitor mode. inhibition, % at 15.6 µM. hit rate 0.17% among 350,000. AID 651687, 2012. AlphaScreen anti-acetyl-lysine; with virally co-expressed GCN5 acetyltransferase;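 active = every replicate shows inhibition of at least 40%; inconclusive = mean inhibition at least 40% but some replicate below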;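 note: 0% = neutral control wells and 100% = positive control wells; some results beyond the cut were filed as inactive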
# miR-122 sensor: miR-122 Renilla sensor signal increase in Huh7, primary screen, miR-122 inhibitor project, cell-based, single point, plate reader; Huh7 miR-122 Renilla luciferase sensor, 48 h; neutral wells = 0, positive control = 100; activation (reporter increase), % at 12.5 µM; hit rate 0.3% among 340,000; AID 602342, 2012;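 active = mean replicate activation score at least 90 and every replicate individually at or above 90; inconclusive = only one of the two criteria met; inactive = neither criterion met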;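 note: higher luciferase means less miR-122 activity so hits act as miR-122 inhibitors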
# GSIS activator: GLuc luminescence reporter in INS-1E cells, primary screen for activators of glucose-dependent secretion of insulin. activation, % at 16.6 µM. hit rate 0.61% among 370,000. AID 743287, 2014. INS-1E GLuc reporter insulin secretion, 2-3 h;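 active = lowest replicate activation of at least 40%, so every replicate reaches that level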;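 note: 0% = median of neutral control wells and 100% = median of IBMX positive control wells; some compounds called inactive have numbers as strong as hits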
# Statin myotox sup: suppressors of statin myotoxicity in C2C12 myotubes, primary screen, cell-based, single point, plate reader. C2C12 myotubes + simvastatin, ATP luminescence, 48 h; scaled: DMSO 0, geranylgeraniol control 100. rescue of ATP level, % at 7.49 µM. hit rate 0.78% among 330,000;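 active = mean ATP rescue above about 67%, or every replicate alone reaching that limit, limit read from the data, passing the limit was not always enough; inconclusive = no clear call, values can overlap the other calls; inactive = mean under the limit and some replicate under it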;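 note: myotubes were challenged with 10 µM simvastatin during compound exposure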
# F508del corr: F508del CFTR correction, initial screen, CFBE line, single point. CFBE cells, YFP halide quenching; stimulated with forskolin plus potentiator P3; % fluorescence drop versus neutral controls. activity (quench increase), % at 7.58 µM. hit rate 0.36% among 350,000. AID 720511, 2013;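 active = mean added fluorescence quench of at least 8% versus neutral control, with both replicates also reaching 8%; inconclusive = only one of the mean or replicate conditions met; inactive = mean below 8% and not both replicates reaching 8%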;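 note: cells transiently co-express mutant CFTR-F508del with the halide-sensitive YFP; corrector assay measuring rescue of mutant channel to the surface after 24 h compound exposure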
# Cneo AK release: Cryptococcus neoformans cell lysis inducers, primary screen, AK release luminescence, single concentration | C. neoformans lysis, adenylate kinase release luminescence, 4 h; normalised: neutral wells 0, clomiphene wells 100 | lysis activity, % at 15 µM | hit rate 0.2% among 360,000 | AID 651654, 2012;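 active = mean lysis activity across replicates of at least 80%, whatever share of replicates individually reach that level; inactive = mean lysis activity below 80%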
#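 Assay system: C. neoformans cells. Amount: yeast cell density of 5 × 10^6 cells/mL. Technique: AK luminescence. Buffer or medium: YPD. Times: static 4 h at 37 °C with compound, 1 h detection. Dosing: single-point compound dose. Read-out: lysis from increased AK signal.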
# * hit, by the source's call; ? = inconclusive; / = no result given; [ ] = dose if it differs, or a comment.
SMILES,FN deposition inh,PglD DTNB,PGC1a acetyl inh,miR-122 sensor,GSIS activator,Statin myotox sup,F508del corr,Cneo AK release
O=C(NCc1cccnc1)c1cc(S(=O)(=O)N2CCOCC2)c(Cl)cc1Cl,-7,5,-11,-2,-6,2,3.6,0
Cc1noc(C)c1NC(=O)Nc1ccc2c(c1)CC(=O)N([C@H](C)CO)C[C@H](C)[C@@H](CN(C)Cc1ccc(C(F)(F)F)cc1)O2,-1,2,4,7[16.7 µM],-26,?,1.3,0
COc1ccc(N2C(=O)NC(NC(=O)C(C)(C)C)(C(F)(F)F)C2=O)cc1 (stereo unspecified),-5,-4,-4,-2,7,1,-1.5,0
C[C@@H]1CN([C@@H](C)CO)C(=O)c2cc(NC(=O)Cc3ccccc3)ccc2O[C@@H](C)CCCCO[C@@H]1CN(C)CC1CCCCC1,/,1,-5,-12[16.7 µM],-12,/,-0.1,54
O=C1c2cccnc2C(=O)N1CNc1ccc(Cl)cc1,5,0,/,/,-13,/,-4.8,0
Cc1ccccc1NCc1ccccc1O,/,2,11,-7,/,/,/,2
CCOC(=O)c1sc(N(Cc2ccccc2)C(=O)CSc2ncn[nH]2)nc1C,/,21*,-27,-3,/,8,/,2
COc1cccc(Nc2nc3ccccc3nc2NS(=O)(=O)c2cccs2)c1,-5,8,/,-5,/,-24,/,1
COc1cc(C(C)=O)ccc1OCC(=O)Nc1ccc(C)c(S(=O)(=O)N2CCCCCC2)c1,4,-4,4,-6,/,-5,-3.2,0
Cc1c(Br)c([N+](=O)[O-])nn1CC(=O)Nc1nccs1,-3,/,-5,-4,4,/,-0.2,/
Cc1ccc(C(=O)C(C)OC(=O)CN2C(=O)NC3(CCCC3)C2=O)cc1 (stereo unspecified),-4,-3,/,-2,12,6,-0.8,0
COc1ccc(Oc2cn[nH]c2-c2ccc(O)cc2O)cc1,/,-10,-2,4,/,/,/,0
COC(=O)c1sc2nc(N3CCCCC3)c3c(c2c1N)CCCC3,/,2,3,-5,/,0,/,2
C/C=C/c1ccc([C@@H]2[C@H](CO)N3C(=O)CN(C(=O)c4ccncc4)C[C@@H]23)cc1,3,/,2,/,15,/,-1.7,/
O=C(CN1C(=O)c2ccccc2C1=O)NN1C(=O)c2ccccc2C1=O,/,-7,16,6,3,-6,/,1
COc1cc(NS(=O)(=O)c2ccc(NC(=O)c3ccco3)cc2)nc(OC)n1,11,-4,-13,2,2,42,/,2
CCCNC(=O)Nc1ccc2c(c1)OC[C@H](C)N(C)C[C@@H](C)[C@@H](OC)CN(C)C2=O,-6,-2,/,1[16.7 µM],-5,-33,/,0
CC(=O)Nc1ccc(-c2ccc(NC(C)=O)cc2)cc1,0,/,12,/,1,/,2.8,/
Cc1ccccc1C(=O)Nc1nc2n(n1)C(c1ccccc1)CC(=O)N2 (stereo unspecified),8,0,/,-8,/,1,/,-2
C[C@H](CO)N1C[C@H](C)[C@@H](CN(C)C(=O)c2ccc3c(c2)OCO3)Oc2cc(-c3ccccc3)ccc2S1(=O)=O,/,/,9,3[16.7 µM],-25,-5,-0.2,/
c1ccc(-c2csc(Nc3ccc4c(c3)OCCO4)n2)cc1,-7,-2,8,5,/,-34,/,-5
CN(C)CCCNC(=O)CCc1ncc(C(F)(F)F)cc1Cl,8,-7,/,-2,9,-4,-0.6,2
COc1ccc2c(C)c(Cc3ccccc3)c(=O)oc2c1OC,-9,/,0,/,-2,/,-0.4,/
CCCNC(=O)C[C@H]1CC[C@@H]2[C@H](COC[C@H](O)CN2Cc2cccc(F)c2)O1,-3,4,-1,-5[16.7 µM],2,17,4.5,51
CCC(=O)Nc1ccc2c(c1)OC[C@H](C)N(CC1CC1)C[C@@H](C)[C@@H](OC)CN(C)C2=O,5,0,9,/,-6,2,0.5,-5
CCn1c(COc2ccc(C(C)C)cc2)nnc1SCC(=O)Nc1nccs1,/,-4,-5,-3,/,-3,/,-1
Cc1cccc(C(=O)NC(NCc2ccco2)C(Cl)(Cl)Cl)c1 (stereo unspecified),/,5,-10,-4,/,20,/,-3
C[C@H](CO)N1C[C@H](C)[C@@H](CN(C)Cc2ccc(Oc3ccccc3)cc2)Oc2cc(-c3ccncc3)ccc2S1(=O)=O,17,5,-11,4[16.7 µM],-26,-90,-3.4,0
CCS(=O)(=O)n1nc(-c2ccccc2)cc1N,0,3,-9,1,2,7,-0.7,8
CCCCn1nc(C(=O)Nc2cc(S(=O)(=O)N(C)C)ccc2C)c2ccccc2c1=O,-5,-4,4,13,5,/,-6.4,2
O=C(C[C@H]1C=C[C@@H](NC(=O)CC2CC2)[C@H](CO)O1)NCC(F)(F)F,-7,0,-3,/,4,2,-1.4,-5
O=C(NCc1ccco1)c1ccc(Cn2c(=S)[nH]c3ccccc3c2=O)cc1,2,-6,8,3,-2,13,2.2,1
COc1cccc(S(=O)(=O)Nc2ccc3c(c2)[C@H]2C[C@H](CC(=O)NCc4ccccc4F)O[C@H](CO)[C@H]2O3)c1,/,1,-14,-7[16.7 µM],-1,-2,0.6,0
O=C(NCC1CCCN1S(=O)(=O)c1cccs1)c1ccc(F)cc1 (stereo unspecified),6,1,-4,-9,5,-4,0.0,7
O=C(CC1SC(N2CCCC2)=NC1=O)Nc1ccc(C(=O)Nc2ccccc2)cc1 (stereo unspecified),-3,0,-4,0,15,9,2.1,-1
CCN1C(=O)N[C@@H](c2cccc(C(F)(F)F)c2)[C@H](C(=O)OC)[C@H]1C,1,3,/,/,-2,0,0.2,-6
COc1ccccc1NC(=O)NNC(=O)c1ccc2ccccc2c1,0,2,-9,3,-16,-9,-3.9,-3
Cc1ccccc1-c1nc(CS(=O)(=O)CC(=O)NC2CCCC2)c(C)o1,5,-3,/,7,-6,2,-4.3,-1
O=C(O)C1CCCN1C(=O)OCc1ccccc1 (stereo unspecified),/,5,7,-2,-8,0,/,-1
C[C@@H]1CN([C@H](C)CO)C(=O)c2cccc(NC(=O)Nc3ccc(C(F)(F)F)cc3)c2O[C@H]1CN(C)C(=O)Nc1ccc(F)cc1,/,-1,-6,-11[16.7 µM],/,-34,1.1,-8
O=C(CN(Cc1ccccc1)C(=O)CCC(=O)Nc1ccccn1)NCc1ccco1,/,0,-7,-3,-1,/,/,0
CCCCCCCNC(=O)C1(CC2CC(c3ccccc3)=NO2)CCNCC1 (stereo unspecified),6,-1,-8,-12,7,-17,1.2,1
COC(=O)c1c(N=CN(C)C)c(C#N)c2n1CCCC2,-4,-1,/,-25,/,3,/,-1
O=C(Nn1c(-c2ccc(Br)cc2)nc2ccccc2c1=O)c1cccnc1,-1,6,1,9,10,11,-1.5,-6
COc1cc(CC(=O)Nc2ccc(S(=O)(=O)Nc3ncccn3)cc2)cc(OC)c1OC,-1,2,/,-12,/,/,/,-1
Cc1ccc(OCC(=O)Nc2ccc(-c3nc4ncccc4o3)cc2)cc1,-3,-2,-5,1,/,-10,/,1
COc1ccc(C(=O)N2CCOCC2c2cc(C(=O)NCc3ccccc3)no2)cc1 (stereo unspecified),-2,7,5,-2,-4,-5,6.5,0
Cc1ccc(CS(=O)(=O)c2cn(CC(=O)N3CCOCC3)c3ccccc23)cc1,/,0,/,/,2,/,-0.3,-1
COc1ccccc1-c1cn(CC[C@H]2CC[C@@H](NC(=O)C3CCCC3)[C@H](CO)O2)nn1,-5,/,-8,/,8,/,0.6,/
CC(C)NC(=O)N(C)C[C@@H]1Oc2ncc(C#Cc3ccc(F)cc3)cc2C(=O)N([C@@H](C)CO)C[C@H]1C,4,-2,0,-4[16.7 µM],15,6,-1.4,1
COc1cc(OC)cc(C(=O)N2CCN(c3ccccn3)CC2)c1,5,0,-10,-4,42,2,-2.9,-1
CCc1nnc(NC(=O)C2CCCN(S(=O)(=O)c3ccc(OC)cc3)C2)s1 (stereo unspecified),-4,1,-20,-9,0,-12,2.1,0
O=C(CN1CCN(c2ccc(Cl)cc2[N+](=O)[O-])CC1)N1CCOCC1,2,/,-3,/,-9,/,3.4,/
CCC(=O)N1CCN(c2ccc(NC(=O)c3ccc([N+](=O)[O-])o3)cc2)CC1,16,/,-12,/,-44,/,2.4,/
CCCCn1c(N)c(Sc2ccc([N+](=O)[O-])cc2)c(=O)[nH]c1=O,3,-5,9,-2,26,-3,1.7,1
CC(=O)N=C1SC2CS(=O)(=O)CC2N1c1c(Cl)cccc1Cl (stereo unspecified),/,2,2,-4,/,/,/,-1
Cc1nn(C)c(C(=O)NCc2ccc(Cl)cc2)c1Cl,-5,1,-1,-10,-27,/,/,-4
CO[C@H]1CN(C)C(=O)c2ccc(NC(C)=O)cc2OC[C@@H](C)N(C(=O)c2ccncc2)C[C@H]1C,2,3,14,0[16.7 µM],0,-3,1.0,-3
CCOC(=O)c1ccc(NS(=O)(=O)c2c(N)[nH]c(=O)[nH]c2=O)cc1,-3,-4,11,2,6,-11,-0.5,4
O=C(CN1CCN(C/C=C/c2ccccc2)CC1)Nc1ccc(F)cc1F,-8,/,-2,/,5,/,0.4,/

# 3 compounds picked at random from the list so far, as already listed:
SMILES,FN deposition inh,PglD DTNB,PGC1a acetyl inh,miR-122 sensor,GSIS activator,Statin myotox sup,F508del corr,Cneo AK release
CCC(=O)N1CCN(c2ccc(NC(=O)c3ccc([N+](=O)[O-])o3)cc2)CC1,16,/,-12,/,-44,/,2.4,/
COc1cc(C(C)=O)ccc1OCC(=O)Nc1ccc(C)c(S(=O)(=O)N2CCCCCC2)c1,4,-4,4,-6,/,-5,-3.2,0
C[C@@H]1CN([C@@H](C)CO)C(=O)c2cc(NC(=O)Cc3ccccc3)ccc2O[C@@H](C)CCCCO[C@@H]1CN(C)CC1CCCCC1,/,1,-5,-12[16.7 µM],-12,/,-0.1,54

# The list continues.
SMILES,FN deposition inh,PglD DTNB,PGC1a acetyl inh,miR-122 sensor,GSIS activator,Statin myotox sup,F508del corr,Cneo AK release
CCOP(=O)(OCC)c1nc(-c2ccc(Br)cc2)oc1N1CCCCC1,-5,7,/,-2,-47,17,-5.6,1
COCCNC(=S)NC1CC2CCC(C1)N2Cc1ccccc1 (stereo unspecified),-1,/,5,/,3,-5,2.5,/
O=C(COc1cccnc1[N+](=O)[O-])NCCc1ccccc1,5,/,-13,6,-12,/,-1.7,/
O=C(CN1CCN(C(=O)CCC(=O)N2CCC(c3ccccc3)=N2)CC1)Nc1ccc(F)cc1,8,-1,-7,12,-9,-2,-5.8,0
Cc1ccc[n+](C(C)C(=O)Nc2ccc(C)c(C)c2)c1 (stereo unspecified),-1,-11,5,0,5,3,-3.3,2
CCOc1c(Br)cc(CNc2ccc(N3CCN(C(C)=O)CC3)cc2)cc1OC,10,-1,2,-5,-1,/,-1.0,1
Cc1c(Cl)cccc1Nc1ccccc1C(=O)O,5,-1,-20,1,-20,6,-2.1,4
COc1cc(-c2n[nH]c(=S)n2Cc2ccccc2)cc(OC)c1OC,-8,-4,3,-2,5,0,1.3,0
